L3MBTL1 inh: L3MBTL1 (human) inhibition | Q9Y468 | AlphaScreen L3MBTL1–H3K9me1 peptide binding | Potency, µM (series often up to 57.1 µM), inactives show at the top dose activity, negative = inhibition, hits mostly inhibitors | actives 0.66% (n = 230,000); further: nearly all actives have a fitted effect of over 60% in size
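L3MBTL1 (50 nM) pre-complexed 30 min with biotinylated H3(1-15)K9me1 peptide (75 nM), then compounds added for 30 min at room temperature; AlphaScreen streptavidin donor/nickel chelate acceptor beads (10 ug/mL final) read after 30 min dark incubation.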
TR SRC2 fluor cs: counter-screen for TRb-SRC2 inhibitors: fluorescence interference; TRb/SRC2 Texas Red total fluorescence interference; Potency, µM (titrated, usually from 106 µM), for inactives: at the top dose fluorescence change, negative = quenching; actives 0.29% (n = 280,000); active means well fitted curve in either direction with a large enough effect; inconclusive means small, poorly fitted or top-dose-only effect
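Flags fluorescent or light-absorbing compounds by total fluorescence, S + 2P, at 555 nm excitation and 632 nm emission. Mixture: 20 nM Texas Red SRC2 peptide, 0.6 uM human TRb LBD, 1 uM T3, 5% DMSO; compound exposure 5 h at ambient temperature.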
TRb-SRC2 inh: disrupts binding of human TR beta to SRC2; P10828; TRbeta-SRC2 peptide binding, fluorescence polarization; receptor liganded with 1 µM T3; Potency, µM (titrated, usually from 106 µM), for the others: at the top dose activity change, negative = inhibition, usual class: inhibitors; actives 0.065% (n = 280,000);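 further: plate controls were bound peptide for no effect and peptide without receptor for full effect; nearly all actives have a fitted effect of over 50% in size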
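Polarization signal, normalized between peptide-alone and full complex controls, measured compound effects on T3-liganded human TRb LBD (0.6 uM) binding 20 nM Texas Red SRC2 peptide after 5 hr.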
Tau FP inhib: inhibitors of human tau fibril formation | actives 0.39% (n = 280,000) | AID 1468 | Potency, µM (doses to about 57.7 µM), without a hit: at the top dose activity, negative = inhibition, most hits filed as inhibitors | K18 P301L tau heparin fibrillization, Alexa594 FP, 6 h | P10636; further: nearly all actives have a fitted effect of over 55% in size
Target sequence (P10636 561-689 P618L limits assumed): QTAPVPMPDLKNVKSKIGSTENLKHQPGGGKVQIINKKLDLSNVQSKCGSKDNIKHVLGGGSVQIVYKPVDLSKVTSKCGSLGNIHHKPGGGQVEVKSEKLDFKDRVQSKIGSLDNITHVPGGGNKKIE
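Human tau K18 […] P301L fragment, 15 uM unlabeled plus 0.24 uM Alexa 594-labeled tau (final), with compound and 20 uM heparin in 100 mM sodium acetate pH 7; 6 hr at 37 C, then Alexa 594 FP read.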
GLA spleen mod: inhibits or activates alpha-galactosidase in human spleen homogenate; human spleen homogenate, 4MU-alpha-Gal fluorescence, 40 min; Potency, µM (highest dose often 80 µM), for inactives: at the highest dose activity change, negative = inhibition, usual class: inhibitors; actives 0.008% (n = 240,000); AID 2107;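 further: 0% = enzyme with vehicle and -100% = no enzyme basal signal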
Target sequence (P06280 32-429 limits assumed): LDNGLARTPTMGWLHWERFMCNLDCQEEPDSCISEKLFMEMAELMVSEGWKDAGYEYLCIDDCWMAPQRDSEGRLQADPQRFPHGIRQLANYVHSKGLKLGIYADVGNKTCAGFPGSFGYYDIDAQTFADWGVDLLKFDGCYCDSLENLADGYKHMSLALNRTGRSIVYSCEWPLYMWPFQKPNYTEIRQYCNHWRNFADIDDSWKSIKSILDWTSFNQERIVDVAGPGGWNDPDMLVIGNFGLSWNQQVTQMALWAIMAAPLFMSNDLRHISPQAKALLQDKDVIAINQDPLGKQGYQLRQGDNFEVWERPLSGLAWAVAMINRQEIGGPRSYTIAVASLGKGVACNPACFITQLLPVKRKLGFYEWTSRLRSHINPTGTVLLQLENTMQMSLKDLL
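qHTS titration in buffer at pH 5.0. Alpha-galactosidase activity in spleen homogenate was measured via 4-methylumbelliferone release from 1 mM fluorogenic substrate after 40 min at 37C and a pH 10 stop. AC50 came from Hill fits of control-normalized data.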
Tau fibril ThT: tau fibrillization inhibition (ThT binding); P10636; recombinant tau K18 P301L, heparin-induced fibrillization, ThT fluorescence; Potency, µM (series often up to 57.4 µM), for inactives: at the highest dose activity, negative = inhibition, most hits filed as inhibitors; actives 2.1% (n = 270,000); AID 1460; further: nearly all actives have a fitted effect of over 55% in size
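Recombinant human tau K18 fragment […] carrying P301L, 15 uM unlabeled plus 0.24 uM Alexa 594-labeled, was fibrillized with 20 uM heparin in 100 mM sodium acetate pH 7 for 6 hr at 37 C; 30 uM ThT fluorescence read after 1 hr.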
ALDH1A1 inh: ALDH1A1 (human) enzyme inhibition; P00352; Purified ALDH1A1, NADH fluorescence, propionaldehyde substrate; Potency, µM (titrated, usually from 75.3 µM), without a hit: top-dose activity, negative = inhibition, usual class: inhibitors; actives 7.3% (n = 220,000); AID 1030; active means well fitted inhibition curve with a large enough effect, not every such curve was filed as active; inconclusive means small, poorly fitted or top-dose-only effect, or another doubt; inactive means no such curve, though single readings can be large or run the other way;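 further: plate controls were no enzyme wells and a reference inhibitor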
Target sequence (P00352 whole entry, looked up): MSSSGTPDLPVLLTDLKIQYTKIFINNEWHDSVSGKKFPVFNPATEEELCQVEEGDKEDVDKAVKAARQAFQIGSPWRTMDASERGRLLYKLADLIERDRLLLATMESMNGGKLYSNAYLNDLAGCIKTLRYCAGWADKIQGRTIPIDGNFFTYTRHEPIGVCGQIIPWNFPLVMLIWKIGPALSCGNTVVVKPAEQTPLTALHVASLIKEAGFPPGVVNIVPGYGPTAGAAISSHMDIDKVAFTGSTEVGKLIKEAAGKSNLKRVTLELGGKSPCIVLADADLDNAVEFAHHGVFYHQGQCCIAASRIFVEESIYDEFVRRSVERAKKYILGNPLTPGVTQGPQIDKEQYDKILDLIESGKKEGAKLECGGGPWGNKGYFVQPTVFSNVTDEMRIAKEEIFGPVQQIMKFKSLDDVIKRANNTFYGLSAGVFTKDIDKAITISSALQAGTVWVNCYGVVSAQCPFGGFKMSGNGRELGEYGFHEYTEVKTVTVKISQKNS
Tau fluor counter: counter-screen for tau fibril formation inhibitors; Potency, µM (titrated, usually from 57.7 µM), inactives show at the highest dose activity change, negative = decrease; actives 0.93% (n = 280,000); tau K18 P301L Alexa594 fluorescence, heparin fibrillization; further: nearly all actives have a fitted effect of over 55% in size
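Human tau K18 P301L (15 uM unlabeled, 0.24 uM Alexa 594-labeled) in 100 mM sodium acetate pH 7 with 20 uM heparin, 6 hr at 37 C. ThT 30 uM added, 1 hr ambient; Alexa 594 FP and total fluorescence read at 555/632 nm.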
Numbers without * were called inactive; ? = inconclusive; . = not tested or not shown; & = joins results of further samples; [ ] = remark or other dose. Unless noted, the call rests on the fitted dose curve; in most records, active means well fitted curve in the direction sought with a large enough effect; inconclusive means small, poorly fitted or top-dose-only effect, or another doubt; inactive means no such curve, though single readings can be large; an effect the other way counts as inactive or inconclusive. Unless noted, on the % scale 0 is the no-effect control and ±100 the full control effect; potency means the concentration at half of the fitted maximal effect.

Second line of a record: L3MBTL1 inh | TR SRC2 fluor cs | TRb-SRC2 inh | Tau FP inhib | GLA spleen mod | Tau fibril ThT | ALDH1A1 inh | Tau fluor counter
- CCc1ccc(NC(=O)C(=O)N/N=C(\C)CC(=O)Nc2ccccn2)cc1
→ -7% | 6% | 12% | 8% | 2% | 8% | -3% | 4%
- COC(=O)CSc1nnc(CNC(=O)c2ccc(S(=O)(=O)N3CCOCC3)cc2)n1C
→ . | -1% | -3% | 0% | -2% | -1% | -2% | 1%
- COc1ccc(NC2=NC(=S)N(c3ccccc3C)C23CCCCC3)cc1
→ . | -3% | -6% | 10% | -11% | -14% | -13% | -12%
- Cc1ccc(NC(=O)CNc2cccc(C)c2C)c(C)c1
→ . | 1% | -7% | 13% | -8% | -7% | 8.9µM* | -13%
- CCOC(=O)CC(NC(=O)Cn1nnc(-c2ccccc2C)n1)c1ccc(OC)cc1 (centres undefined)
→ 4% | -1%&-20% | 2%&3% | -6%&-6% | -1% | -1%&6% | -10% | -15%&-17%
- Cc1cn2c(=O)cc(COc3ccccc3NC(=O)c3ccco3)nc2s1
→ . | -2% | 5% | 2% | . | -2% | . | -3%
- CNC(=O)COc1ccc(S(=O)(=O)Nc2ccccc2)cc1
→ -1% | -5% | -3% | -7% | 7% | -5% | -2% | -6%
- Cc1nc2c(-c3ccc(F)cc3)c(C)nn2c(C)c1CCC(=O)NCc1cccc(Cl)c1
→ . | -3% | -7% | -7% | . | 0% | . | -16%
- O=C(Nc1ccccc1)C(c1ccccc1)C1CCCC1 (centres undefined)
→ 19% | -3% | 3% | -3% | -10% | -6% | 1% | ?
- Cc1ccc(N2CC(NC(=O)c3ccc(S(=O)(=O)N4CCCC4)cc3)CC2=O)cc1 (centres undefined)
→ . | -3% | 0% | -9% | . | -8% | . | -7%
- O=C(O)c1ccc(C(=O)c2ccc3c(c2)C(=O)N(CC2CCCO2)C3=O)cc1 (centres undefined)
→ -4% | -3% | 0% | -1% | 6% | -6% | ? | -2%
- COc1ccc(OC)c(Cc2nnc(CCC(=O)N3CCCCC3c3nccs3)o2)c1 (centres undefined)
→ 5% | 1% | -2% | -2% | 0% | -12% | ? | -11%
- CCOC(=O)CSc1nnc(-c2ccc(OC)cc2)n1CC
→ 1% | -2% | -7% | 5% | 8% | 0% | 2.5µM* | 2%
- Cc1ccc(N(C)C(=O)N2CCN(c3ccccn3)CC2)cc1
→ 3% | -2% | -6% | -1% | 0% | -15% | ? | -3%
- CCN(CC(=O)NC(C)C)C(=O)c1ccc(Cl)cc1
→ -2% | -12% | 2% | 1% | 4% | -1% | 6% | 6%
- Cc1cccc(/C=C/c2onc(C)c2S(=O)(=O)N2CCC(C(=O)N3CCCCC3)CC2)c1
→ . | -4% | -1% | 11% | . | -11% | . | 2%
- C=CCc1c(C)nc(SCCC)[nH]c1=O
→ -5% | -1% | 1% | -1% | 1% | 1% | 9% | -1%
- CC(C)COC(=O)N1CCCC1C(=O)O (centres undefined)
→ -9% | 0% | -9% | 3% | 4% | -6% | 14% | -4%
- Cc1cc(F)ccc1NC(=O)Cn1cc(S(=O)(=O)NC(C)C)c(S(=O)(=O)NC(C)C)c1
→ . | 0% | 0% | -7% | . | -3% | . | -17%
- O=C(O)c1cc(-c2ccc(O)cc2)on1
→ -2% | 1% | -7% | 0% | 10% | -17% | ? | -13%
- CC(C)NC(=O)c1ccc(-n2nc(C(F)(F)F)c3c2CCCC3)cc1
→ 8% | -1% | 2% | -10% | 4% | -8% | 7% | -10%
- CC(Oc1ccc(Br)cc1)C(=O)N1CCC(C(N)=O)CC1 (centres undefined)
→ 6% | 0% | -2% | 4% | 1% | -1% | 18% | 1%
- Cc1ccc(C2CN(C)C3(C(=O)Nc4ccccc43)C23COc2ccccc2C3=O)cc1 (centres undefined)
→ -15% | -5% | 4% | 3% | 3% | -16% | -14% | -25%
- CC(C)(C)N1C(=O)[C@H]2[C@H]3[C@H](O)[C@H](O)C/C(=N/OC[C@@H](O)COCc4ccco4)[C@@H]3CC[C@@H]2C1=O
→ . | -1%[11.2 µM] | -1%[11.2 µM] | 3%[11.6 µM] | -5%[17.5 µM] | -2%[11.5 µM] | 8%[13.5 µM] | 0%[11.6 µM]
- CCOc1ccc(S(=O)(=O)Nc2cc(OC)ccc2OC)cc1
→ . | 0% | -16% | 6% | 9% | -4% | -3% | -9%
- CCc1ccc2oc(C(=O)Nc3cccc(Cl)c3C)cc(=O)c2c1
→ . | ? | -2% | -13% | . | -13% | . | -14%
- CCCOc1ccc(NC(=O)C2CC(=O)N/C(=N/N=C(C)/C=C/c3ccc(N(C)C)cc3)S2)cc1 (centres undefined)
→ -2% | -4% | 0% | 18% | -8% | ? | ? | ?
- CCOc1ccc(Nc2cc(Nc3ccccc3OCC)nc(C=C(C#N)C#N)n2)cc1
→ 0% | -7% | -2% | 1% | 7% | 2.8µM* | 10% | -19%
- COc1cc(CNC(=O)c2cc3n(n2)CCCN(Cc2ccc(C)cc2)C3=O)cc(OC)c1OC
→ . | -1% | -5% | 7% | . | 3% | . | 3%
- O=C(c1ccc(S(=O)(=O)c2cccc(Cl)c2)c([N+](=O)[O-])c1)N1CCN(c2ccccn2)CC1
→ . | -2% | 2% | 2% | 1% | ? | -4% | ?

Entries of single compounds, looked up by structure. Values in the order: L3MBTL1 inh | TR SRC2 fluor cs | TRb-SRC2 inh | Tau FP inhib | GLA spleen mod | Tau fibril ThT | ALDH1A1 inh | Tau fluor counter
Results for CCOc1ccc(Nc2cc(Nc3ccccc3OCC)nc(C=C(C#N)C#N)n2)cc1 = 0% | -7% | -2% | 1% | 7% | 2.8µM* | 10% | -19%
Results for CC(C)COC(=O)N1CCCC1C(=O)O (centres undefined) = -9% | 0% | -9% | 3% | 4% | -6% | 14% | -4%

More records.
Second line of a record: L3MBTL1 inh | TR SRC2 fluor cs | TRb-SRC2 inh | Tau FP inhib | GLA spleen mod | Tau fibril ThT | ALDH1A1 inh | Tau fluor counter
- CCOC(=O)N1CCN(C(=O)CSCc2ccccc2)CC1
→ -2% | -2% | -5% | 7% | -5% | -9% | -14% | 8%
- CCOc1ccc(N2C(=O)C3CC(C)=C(C)CC3C2=O)c([N+](=O)[O-])c1 (centres undefined)
→ -4% | -1% | 1% | -6% | 4% | -8% | ? | -13%
- COc1ccccc1NC(=S)NCCc1ccccc1
→ 5% | -1% | -17% | -1% | 10% | -8% | -12% | -9%
- CCOc1cc(C2NC(=O)NC(C)=C2C(=O)OC(C)CC)cc(Br)c1O (centres undefined)
→ -1% | -1% | -13% | -1% | 6% | -6% | 2% | -8%
- CCOc1cc(-n2cnnn2)c(OCC)cc1NC(=O)c1cnccn1
→ . | -3% | 2% | 4% | 1% | -7% | 5% | -1%
- c1ccc2c(NC3=NCCCCS3)cccc2c1
→ -2% | -4% | -1% | 2% | 1% | -10% | 9% | 0%
- CCOC(=O)c1c(NC(=O)C2=C(C)NC(=S)NC2c2ccc(F)cc2)sc(C)c1C (centres undefined)
→ -1% | -1% | -9% | 1% | -11% | -6% | 14µM* | -12%
- CCOc1ccc2ncc(S(=O)(=O)c3ccccc3)c(N3CCC4(CC3)OCCO4)c2c1
→ -5% | -1% | -3% | 8% | -10% | -17% | ? | -13%
- Cc1noc(C)c1C(=O)NC1CCCc2ccccc21 (centres undefined)
→ 3% | -5% | -7% | -2% | -3% | -9% | 6% | 0%
- C[C@@H]1CC=C[C@H]2[C@H]1C(=O)N(Cc1ccccc1)[C@H]2c1ccc(Br)cc1F
→ . | 1% | -7% | -1% | 4% | -5% | . | 3%
- COc1ccc(C2=NN(CC(=O)Nc3cc(C)ccc3C)C(=O)CC2)cc1
→ . | -3% | 0% | 8% | 23% | . | . | -3%
- CN1CCN(c2ccc(NC(=O)c3ccc(-c4ccc(Br)cc4)o3)cc2)CC1
→ -24%[11.4 µM] | 1% | 0% | 0% | 10% | -2% | -1% | -4%
- O=C(CCCn1ncn2c(cc3occc32)c1=O)NCc1ccccc1F
→ . | -1% | 0% | -4% | . | -10% | . | -11%
- Cc1c(C(=O)O)oc2c(F)cccc12
→ 8% | -1% | -6% | -3% | -10% | 0% | 6% | -3%
- Cc1ccc(NCc2cc3cc4c(cc3n(CC(=O)Nc3ccc(F)cc3F)c2=O)OCCO4)cc1
→ . | 0% | 2% | ? | . | ? | . | ?
- COC(CNc1ncnc2c1cnn2C)OC
→ -20% | -2% | 5% | 2% | 3% | 6% | -2% | 3%
- Cc1cc(NC(=O)CSc2nc3c([nH]c4ccccc43)c(=O)n2-c2cccc(C(F)(F)F)c2)no1
→ -10% | -1% | -19% | ? | 12% | 2% | 2% | -15%
- c1cncc(-c2nc3cc4ccccc4cc3[nH]2)c1
→ 9% | -3% | -4% | ? | -1% | -12% | ? | -14%
- O=C(Nc1nc(-c2ccc3c(c2)OCCO3)cs1)C1CCCC1
→ -11% | 1% | 4% | 14% | 7% | ? | ? | -26%
- CCCc1cnc2c(c1SCC(=O)N(C)c1ccccc1)c(=O)n(C)c(=O)n2C
→ . | -2% | -6% | -10% | . | -12% | . | -8%
- Cc1ccc(NC(=O)CCCn2c(=O)c3cccn3c3cccnc32)cc1C
→ . | -1% | -6% | ? | . | -8% | . | -13%
- O=C(CNS(=O)(=O)c1ccc(Br)s1)NCc1ccc2c(c1)OCO2
→ 0% | 0% | -15% | -5% | 9% | -11% | ? | -9%
- COC(=O)c1scc(C)c1N/N=C(\C)c1cc(F)c(Cl)cc1F
→ . | -1% | -16% | -3% | -1% | -4% | ? | -9%
- COc1ccc(CC(=O)N2CCN(S(=O)(=O)c3cccs3)CC2)cc1OC
→ 2% | -1% | 4% | -4% | 1% | 2% | . | 2%
- CCOC(=O)c1c(NC(=S)NC(=O)c2cnn(CC)c2)sc2c1CCC(C)C2 (centres undefined)
→ 7% | 3% | -4% | -6% | 0% | -12% | 1% | -6%
- O=C(N/N=C/c1ccco1)C1CC1
→ -7% | -2% | -3% | 3% | 3% | 3% | 9% | 3%
- CCOCCCNC(=O)N[C@@H](C)C(=O)OC
→ 4% | -1% | 1% | -6% | -3% | 10% | 2% | 3%
